KKLEB cytotox = cytotoxicity in KKLEB CF airway cells, primary screen, cytotoxicity control for CF NF-kB inhibitor project, cell-based, uHTS, fluorescence assay plates; KKLEB CF airway cells viability, ATPlite luminescence, overnight; hits give low values; cells stimulated with P. aeruginosa culture filtrate; activity change (cytotoxicity), % at 5 µM; 0.36% of 360,000 active;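 active = corrected activity change at or below -50% at 5 µM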
Vif imaging = HIV Vif self-association inhibitors, primary screen, imaging, HEK293T, single point | HEK293T cells, Vif self-association by quenched fluorescence, 24 h | inhibition, % at 7.49 µM | 0.35% of 340,000 active | AID 602346, 2012; in the data active = inhibition above about 50%, passing the limit was not always enough; also: some results filed as inactive read as strong as hits
Shn3 3UTR inh = reduction of Shn3 3'UTR firefly luciferase signal, primary screen, Schnurri-3 inhibitor project, cell-based, Clone20 osteoblasts, set 2. AID 588674, 2011. 0.52% of 360,000 active. Clone20 osteoblast Shn3 3'UTR firefly luciferase, 24 h. inhibition, % at 12.5 µM;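 active = mean inhibition of at least 75% with every replicate also reaching 75%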;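 also: 0% = median of neutral control wells and 100% = pilot-screen positive control compound; some compounds past the cut are filed as inactive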
PDI inh = inhibitors of human PDI, primary screen, biochemical, turbidity, single point, plate reader. Protein disulfide-isomerase (Homo sapiens), P07237. PDI insulin aggregation turbidity, A650, 90 min. inhibition, % at 10 µM. 0.052% of 350,000 active;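 active = mean inhibition across replicates of 30% or more, whatever share of single replicates reach that level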;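 also: absorbance from insulin aggregation driven by PDI reduction with DTT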
Target sequence (P07237 whole entry, looked up): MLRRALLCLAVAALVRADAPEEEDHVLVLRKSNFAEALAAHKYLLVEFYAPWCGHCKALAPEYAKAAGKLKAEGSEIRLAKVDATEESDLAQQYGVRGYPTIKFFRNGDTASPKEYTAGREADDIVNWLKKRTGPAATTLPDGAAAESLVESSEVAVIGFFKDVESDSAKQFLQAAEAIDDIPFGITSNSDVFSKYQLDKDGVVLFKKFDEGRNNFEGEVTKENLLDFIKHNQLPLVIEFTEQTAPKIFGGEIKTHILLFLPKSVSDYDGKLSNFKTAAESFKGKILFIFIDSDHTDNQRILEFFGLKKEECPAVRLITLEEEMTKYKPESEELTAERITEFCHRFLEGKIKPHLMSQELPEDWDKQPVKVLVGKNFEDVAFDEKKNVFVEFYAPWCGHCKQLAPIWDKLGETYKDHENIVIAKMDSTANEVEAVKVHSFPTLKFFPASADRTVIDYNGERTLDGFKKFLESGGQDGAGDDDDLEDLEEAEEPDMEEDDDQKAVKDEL
HIF-2a inh = HIF-2a reporter inhibitors, primary screen, luminescence, 786-0 RCC cells. 0.72% of 360,000 active. inhibition, % at 18.8 µM. 786-0 RCC cells HIF-2a reporter, luciferase luminescence, overnight;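 active = inhibition of the luminescence signal of 40% or more relative to plate controls, in a single-dose primary screen at 18.75 µM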
TRPM1 prom inh = inhibitors of MITF-dependent TRPM1 promoter reporter, primary screen, cell-based, SK-MEL-5, single point, luciferase; SK-MEL-5 TRPM1 promoter luciferase, 24 h; inhibition, % at 12.5 µM; 0.83% of 330,000 active; AID 488899, 2010;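 active = mean inhibition across replicates of 60% or more, whatever share of single replicates reaches that level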; also: values of inactives mirror those of a sister screen read the other way
Peg3 prom inh = Peg3 promoter-driven luciferase inhibitors, primary screen, cell-based, HeLa, luciferase luminescence; HeLa PEG-Prom luciferase reporter, overnight; inhibition, % at 20 µM; 1.7% of 360,000 active; AID 588405, 2011;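 active = inhibition of at least 50% at 20 µM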
NR2E3 ag-1 = inhibitors of NR2E3-RetCOR corepressor binding, primary screen, NR2E3 agonist project, biochemical, TR-FRET, GST-NR2E3, biotin-RetCOR | inhibition of corepressor binding, % at 4.78 µM | Photoreceptor-specific nuclear receptor (Homo sapiens), Q9Y5X4 | 1536-well | 0.12% of 320,000 active | AID 2300, 2010;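 active = percent inhibition above the cutoff of mean plus 3 SD of all tested compounds, set per screening campaign, cut at about 20% in these data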;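 also: 0% = DMSO wells and 100% = biotin wells as full block of FRET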
Target sequence (Q9Y5X4 whole entry, looked up): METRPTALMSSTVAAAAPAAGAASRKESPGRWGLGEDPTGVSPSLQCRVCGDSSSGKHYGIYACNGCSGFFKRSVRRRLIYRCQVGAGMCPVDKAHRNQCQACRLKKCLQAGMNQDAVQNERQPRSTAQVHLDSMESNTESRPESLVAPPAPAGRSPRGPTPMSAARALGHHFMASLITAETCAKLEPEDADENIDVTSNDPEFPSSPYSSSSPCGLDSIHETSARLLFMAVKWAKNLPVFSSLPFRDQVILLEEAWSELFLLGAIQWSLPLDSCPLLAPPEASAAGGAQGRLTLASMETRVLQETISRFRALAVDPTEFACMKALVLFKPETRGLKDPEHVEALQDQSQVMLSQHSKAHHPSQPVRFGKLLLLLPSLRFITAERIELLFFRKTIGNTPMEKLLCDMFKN
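Material – GST-tagged NR2E3 plus biotinylated RetCOR corepressor · Quantity – NR2E3 fusion 1.35 nM · Times – 5 h incubation at 4 °C · Medium – pH 7.5 Tris-based buffer · Technique – TR-FRET, Eu(K)-anti-GST donor, streptavidin-D2 acceptor, ex 340, em 617/671 nm · Benchmarks – high control biotin, low control 0.6% DMSO · Format – 1536-well plates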
NR2E3 ag-2 = NR2E3 agonists in two-hybrid cells, primary screen, cell-based, luminescence, CHO-S, Gal4-NCOR/VP16-NR2E3; luciferase; inhibition of corepressor binding, % at 3.98 µM; AID 602229, 2012; Photoreceptor-specific nuclear receptor (Homo sapiens), Q9Y5X4; 0.35% of 360,000 active;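 active = inhibition above the mean of all tested compounds plus 3 SD, cut at about 70% in these data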;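 also: 0% = DMSO with NR2E3 transfected cells and 100% = cells lacking NR2E3 construct; higher means lower luciferase signal from less NR2E3 corepressor binding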
CF NFkB inh = inhibitors of PAF-induced NF-kB signaling, primary screen, cell-based, GFP fluorescence, uHTS; 0.86% of 360,000 active; AID 588850, 2011; inhibition, % at 5 µM; KKLEB NF-kB-GFP reporter, GFP fluorescence overnight;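 active = at least 50% inhibition at 5 µM, scaled per plate between neutral and stimulator controls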;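 also: PAF is a Pseudomonas aeruginosa culture filtrate used as stimulus; plate controls were PAF-stimulated DMSO wells for no effect and unstimulated DMSO wells for full effect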
CaV13 ICDI inh = Primary screen for inhibitors of IQ motif and Ca2+-dependent inactivation inhibitor domain binding in CACNA1D, Förster resonance energy transfer in living cells, …; HEK cells, CFP/YFP FRET ICDI-IQ, plate reader, 10 min; percent FRET-ratio fall versus neutral wells; inhibition, % at 12.3 µM; 0.098% of 340,000 active; AID 743397;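 active = mean replicate inhibition of at least 30% and at least 1% of replicates passing that level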;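 also: 0% = median of the neutral control wells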
The depositor's hits bear a star; / = no result given.

Start of the listing, in advance:
# | SMILES | KKLEB cytotox | Vif imaging | Shn3 3UTR inh | PDI inh | HIF-2a inh | TRPM1 prom inh | Peg3 prom inh | NR2E3 ag-1 | NR2E3 ag-2 | CF NFkB inh | CaV13 ICDI inh
1 | O=C(NC1CCCCC1)c1cc(-c2cccc(Cl)c2)on1 | -1 | -7 | -48 | -8 | -168 | -97 | -181 | 4 | -37 | -6 | -7
2 | Cc1cc(C)c2cc3c(N)c(C(=O)N4CCc5ccccc5C4)sc3nc2c1 | 18 | -2 | 0 | 5 | 4 | 12 | -6 | 0 | 4 | 15 | -13
3 | CC(C)(C)NC(=O)N1CCN(c2nc(-c3ccccc3)ns2)CC1 | 1 | -13 | -33 | 3 | -246 | -46 | -188 | 4 | -63 | 3 | -5

The whole of this part, previewed entries included:
# | SMILES | KKLEB cytotox | Vif imaging | Shn3 3UTR inh | PDI inh | HIF-2a inh | TRPM1 prom inh | Peg3 prom inh | NR2E3 ag-1 | NR2E3 ag-2 | CF NFkB inh | CaV13 ICDI inh
1 | O=C(NC1CCCCC1)c1cc(-c2cccc(Cl)c2)on1 | -1 | -7 | -48 | -8 | -168 | -97 | -181 | 4 | -37 | -6 | -7
2 | Cc1cc(C)c2cc3c(N)c(C(=O)N4CCc5ccccc5C4)sc3nc2c1 | 18 | -2 | 0 | 5 | 4 | 12 | -6 | 0 | 4 | 15 | -13
3 | CC(C)(C)NC(=O)N1CCN(c2nc(-c3ccccc3)ns2)CC1 | 1 | -13 | -33 | 3 | -246 | -46 | -188 | 4 | -63 | 3 | -5
4 | CCOc1ccc(C(=O)N2CCCC2)cc1 | 5 | -2 | -5 | 10 | -22 | 3 | -5 | 1 | -2 | -4 | /
5 | CCc1nc(SCC(=O)Nc2nc3c(s2)CCCC3)c2ccccc2n1 | -1 | -7 | 0 | 5 | 8 | 25 | 17 | 3 | 9 | 21 | -11
6 | O=C(CNC(=O)c1ccncc1)N/N=C/c1cc(Br)ccc1OCc1ccccc1 | -5 | -22 | -13 | -1 | -62 | -12 | -31 | 0 | -55 | 14 | -115
7 | COCc1nnc(NC(=O)c2ccc(S(=O)(=O)N(C)C3CCCCC3)cc2)o1 | -10 | -3 | 5 | 2 | 12 | 0 | 11 | 0 | 18 | -7 | -3
8 | Cc1[nH]nc2c1C(c1ccccc1F)NC2=O (stereo not drawn) | -10 | / | -9 | 8 | 8 | / | 2 | -2 | -16 | 20 | -7
9 | COc1ccccc1N=C(C)C1=C(O)CC(c2ccccc2)CC1=O (stereo not drawn) | -5 | 2 | 78 | 1 | 13 | 11 | 9 | 1 | -50 | 53* | -3
10 | CCCNC(=O)C1(C)CCCN(C(=O)c2sccc2C)C1 (stereo not drawn) | 32 | 1 | -4 | -3 | 8 | / | 2 | / | -7 | -27 | -6

Molecules shown so far that contain a thiophene ring, fused or not, in the order listed:
# | SMILES | KKLEB cytotox | Vif imaging | Shn3 3UTR inh | PDI inh | HIF-2a inh | TRPM1 prom inh | Peg3 prom inh | NR2E3 ag-1 | NR2E3 ag-2 | CF NFkB inh | CaV13 ICDI inh
2 | Cc1cc(C)c2cc3c(N)c(C(=O)N4CCc5ccccc5C4)sc3nc2c1 | 18 | -2 | 0 | 5 | 4 | 12 | -6 | 0 | 4 | 15 | -13
10 | CCCNC(=O)C1(C)CCCN(C(=O)c2sccc2C)C1 (stereo not drawn) | 32 | 1 | -4 | -3 | 8 | / | 2 | / | -7 | -27 | -6

Next structures
# | SMILES | KKLEB cytotox | Vif imaging | Shn3 3UTR inh | PDI inh | HIF-2a inh | TRPM1 prom inh | Peg3 prom inh | NR2E3 ag-1 | NR2E3 ag-2 | CF NFkB inh | CaV13 ICDI inh
11 | S=c1nc(COc2ccccc2)[nH]c2ccccc12 | 3 | -4 | -18 | 9 | -227 | -22 | -180 | 31* | -85 | -20 | -21
12 | Cc1cccc(NC(=O)CSCC(=O)N(CCC(C)C)c2c(N)n(Cc3ccccc3)c(=O)[nH]c2=O)c1 | 19 | -1 | -12 | -2 | 12 | 11 | 10 | 2 | 3 | -8 | -5
13 | COc1ccc(COC(=O)NNC(=O)c2ccc(OC)cc2)cc1 | 1 | / | 2 | -1 | -21 | 5 | -10 | 3 | -24 | -5 | /
14 | CSc1nncc(-c2ccc(F)cc2)n1 | 5 | / | -32 | 16 | -35 | -29 | -31 | 1 | -28 | -8 | 0
15 | CCCCOc1ccc(-c2nnn(C(C)(C)C(=O)OC)n2)cc1 | -3 | -5 | -11 | -7 | -138 | -47 | -131 | -1 | -52 | 6 | /
16 | COC(=O)c1c(NC(=O)CN2CCC3(O)CCCCC3C2c2ccccc2OC)sc(C)c1C (stereo not drawn) | -10 | 5 | 24 | 7 | 9 | 17 | 29 | -1 | -7 | 16 | -15
17 | Cc1ccc(S(=O)(=O)N2CCN(C(=O)COC(=O)/C=C/c3cccc(Cl)c3)CC2)c(C)c1 | -5 | 19 | -15 | -11 | 7 | -3 | 2 | / | 14 | 17 | -14
18 | C=CCNC(=O)C1CC(=O)N(c2ccc(C)cc2)C1 (stereo not drawn) | 7 | 3 | -19 | / | 8 | -1 | -4 | 5 | -15 | 2 | -10
19 | CCCCNC(=O)NS(=O)(=O)c1ccc(NC(=O)C(NC(N)=O)C(C)CC)cc1 (stereo not drawn) | 2 | -3 | 18 | 5 | 17 | 17 | -9 | 2 | -10 | 0 | -5
20 | Cc1cc(C)c(S(=O)(=O)Nc2ccccc2)c(C)c1 | 7 | 14 | -19 | -2 | 7 | -4 | 11 | / | -16 | 7 | -16
21 | CN1CCN(c2ccc(CNC(=O)C3Cc4c(-c5ccc(Cl)cc5)ccnc4O3)cc2)CC1 (stereo not drawn) | -3 | -1 | 18 | -11 | 2 | / | 17 | / | 31 | -9 | -12
22 | CCC/S(CC1CC1(Cl)Cl)=N\S(=O)(=O)c1ccc(C)cc1 (stereo not drawn) | 1 | 3 | -15 | 12 | -29 | -3 | 8 | 1 | 11 | -3 | -7
23 | COC(=O)C1CN(C(=O)COc2cc(C)cc(C)c2)c2ccccc2O1 (stereo not drawn) | -8 | -20 | 7 | -7 | 17 | 4 | 3 | -2 | -9 | 10 | -19
24 | Cc1ccc2c(c1)N(CC(=O)NCCCc1ccccc1)C(=O)c1cccnc1O2 | -17 | 5 | 0 | / | 8 | -1 | 25 | 3 | 1 | 8 | -11
25 | CCCn1c(-c2cc(OC)c(OC)c(OC)c2)nc2nc3ccccc3nc21 | 12 | -3 | 1 | -1 | 6 | 2 | 36 | 3 | -2 | -15 | -5
26 | CCCn1c(C(C)Nc2nc(-c3ccc(Cl)c([N+](=O)[O-])c3)cs2)nc2cc(Cl)c(N3CCCCC3)cc21 (stereo not drawn) | -20 | -6 | 14 | -1 | 13 | 14 | -4 | 2 | 1 | 27 | /
27 | Nc1cc(=O)nc(SCC(=O)Nc2ccccc2)n1-c1ccccc1 | -1 | -1 | -25 | 1 | 3 | -8 | -7 | -1 | -31 | -4 | -2
28 | O=C(CN1CCN(c2cccc(C(F)(F)F)c2)CC1)NCc1ccccc1 | 5 | 0 | 9 | 3 | 20 | -1 | 13 | 3 | 4 | -1 | -24
29 | COc1ccccc1N1CCN(c2ccc3cc(S(=O)(=O)N4CCCCC4)ccc3n2)CC1 | -8 | -5 | 58 | -1 | 3 | 26 | 12 | -2 | -3 | 25 | -3
30 | O=C(O)CCCn1cc(NC(=O)c2ccc(Br)o2)cn1 | -23 | 11 | 26 | 3 | 12 | -13 | -3 | 6 | -33 | 4 | /

Results in sequence from the entries so far:
Vif imaging, compounds 26–29 → -6, -1, 0, -5
CF NFkB inh, compounds 26–29 → 27, -4, -1, 25
TRPM1 prom inh, compounds 26–29 → 14, -8, -1, 26

Further entries:
# | SMILES | KKLEB cytotox | Vif imaging | Shn3 3UTR inh | PDI inh | HIF-2a inh | TRPM1 prom inh | Peg3 prom inh | NR2E3 ag-1 | NR2E3 ag-2 | CF NFkB inh | CaV13 ICDI inh
31 | CCOC(=O)C1=C(COC(=O)CNC(=O)c2ccc(C(C)(C)C)cc2)NC(=O)NC1C (stereo not drawn) | 10 | 4 | 2 | 7 | -26 | -9 | -21 | 2 | 7 | -6 | -5
32 | Nc1c(-c2ccccn2)cnn1-c1nc(-c2ccc(F)cc2)cs1 | -4 | -3 | -56 | 17 | -232 | -33 | -207 | -3 | -28 | -27 | -6
33 | COc1ccc(OC)c(S(=O)(=O)N2CCC(C(=O)N3CCc4ccccc4C3)CC2)c1 | 3 | 2 | 18 | -4 | -3 | -4 | 23 | 2 | -18 | -2 | /
34 | Cc1ccccc1C(=O)NNC1CC(=O)N(c2ccc3c(c2)OCCO3)C1=O (stereo not drawn) | 5 | -25 | 10 | -4 | 12 | -1 | 2 | -1 | 3 | -6 | -4
35 | Nc1ccc2oc3ccccc3c2c1 | 12 | -2 | -53 | 19 | -117 | -38 | -123 | 0 | -39 | -6 | -16
36 | CC(C)(C)c1ccc(C(=O)Nc2cccc(C(=O)N3CCOCC3)c2)cc1 | -26 | -2 | -59 | -13 | -146 | -16 | -224 | 4 | -40 | 7 | /
37 | COc1ccc(C2=NS(=O)(=O)N(C)C(C(=O)Nc3cc(OC)c(OC)c(OC)c3)=C2)cc1 | 0 | -4 | 45 | 5 | 4 | 15 | 10 | 1 | -16 | -11 | -4
38 | CCOC(=O)CCc1c(C)c(C#N)c2[nH]c3ccccc3n2c1=O | -9 | -3 | 18 | 0 | 9 | 7 | 21 | 2 | 7 | 0 | -4
39 | CCOc1ccccc1C1N(c2ccc(F)cc2)C(=O)C2CCCN21 (stereo not drawn) | 7 | 7 | 7 | -1 | 6 | 1 | 11 | -4 | -13 | 18 | -5
40 | CC(NS(=O)(=O)c1ccccc1)C1CC2CCC1C2 (stereo not drawn) | -11 | -1 | 13 | 12 | 11 | 5 | 7 | 2 | 28 | 18 | -4
41 | CN1CCN(S(=O)(=O)c2ccc(Cl)c3ccccc23)CC1 | -3 | -14 | 9 | 10 | 14 | 19 | 6 | 0 | -16 | -18 | -15

Bioassay records (PubChem BioAssay)
